Screens: PubChem BioAssay, several laboratories
Yfh1-depleted yeast: mitochondrial function rescue without frataxin homolog – Friedreich's ataxia, plus single-dose screen, dose response (AID 1465); 220,000 tested, 0.074% active; S. cerevisiae Yfh1-off respiration, WST-1 reduction, 72 h; higher fold induction means a stronger effect; fold induction at 50 µM, or EC50 in µM where a hit was titrated;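 active = fold induction of absorbance versus untreated yeast above a set limit, then at least 30% activation at any dose in follow-up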;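 note: activators that raise dye reduction in frataxin-depleted yeast; strong numbers were not always called active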
WT yeast gro inh: growth inhibition of WT yeast, mitochondrial fusion screen | mitochondrial fusion phenotypic screen, WT strain | inhibition, % at 10 µM | 190,000 tested, 2.1% active | AID 1362; in the data active = inhibition above about 58%; tested in S. cerevisiae
MT stabilize HCS: microtubule stabilization, imaging screen. % tubulin-high responders, % at 10 µM. 200,000 tested, 0.83% active. AID 2205. HeLa tubulin immunostaining HCS, 24 h; share of cells brighter than vehicle mean+2SD;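 active = plate Z-score above 3 for both tubulin-high and condensed-nucleus cell shares, with cell loss under 80%, at 10 µM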;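 note: anti alpha tubulin signal scored within the nucleus-defined area of each cell; some results filed as inactive read as strong as hits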
Autophagy mod: autophagy modulation, high-content screen. AID 463193. calls only at 10 µM (by protocol). 190,000 tested, 0.98% active. MEF GFP-LC3 puncta imaging; test concentration mostly 10 µM;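 active = percentage of spot-positive cells more than 3 SD above its plate mean, without a fluorescence outlier flag or 80% toxicity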;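 note: spot-positive cell cutoff set from DMSO-treated cells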
Dynein transport: dynein cargo transport inhibition; 3617.4 mouse cells, GR-EGFP nuclear translocation imaging; test concentration mostly 20 µM; stimulated with dexamethasone, 1 µM; hits give low values; z-score, hits read low; 220,000 tested, 0.47% active; AID 1381;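 active = plate z-score of nuclear minus cytoplasmic receptor signal below a set negative limit, without overly bright fluorescence or cell loss, cut at about -3.5 in these data, passing the limit was not always enough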;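 note: z-score of nuclear minus cytoplasmic ring GR-EGFP intensity difference per well; some compounds called inactive have numbers as strong as hits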
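medium = tetracycline-free induction medium containing charcoal-stripped FBS | also added = 1.0 µM final dexamethasone stimulus | schedule = 48 h induction, 1 h compound, 30 min dex at 37 °C | technique = fixed, Hoechst-stained cells imaged at 10x for EGFP | measure = GR-EGFP nuclear translocation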
Ins promoter up: MIN6 insulin promoter up-regulation. MIN6 insulin promoter-GFP reporter, high-content imaging; hits give high values. z-score at 5 µM. 190,000 tested, 0.3% active. AID 1625;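 active = z-score above 3 at 5 µM with at least 500 cells counted in the well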
Lipid droplet: modulators of hepatic lipid droplet formation; 240,000 tested, 0.4% active; AML12 mouse hepatocytes, oleate lipid droplets, BODIPY imaging; inhibition, % at 6.5 µM; AID 1656;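 active = lipid droplet intensity inhibited by at least 50%, with more than 500 cells counted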
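Material – AML12 mouse liver cells · Also added – oleate loading, 100 µM · Compound dosing – 6.5 µM single-point dosing · Times – overnight treatment with compound plus oleate · Measured by – fluorescence imaging, 20x objective, two fields per well · Read-out – percent inhibition of filter-corrected integrated lipid droplet intensity per well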
HEK293 NOD2/NF-kB: inhibition of NOD2-driven NF-kB reporter – cell-based, luminescence, uHTS, HEK293 (AID 1566); one-dose inhibition, % at 4 µM; EC50 in µM for titrated hits; 290,000 tested, 0.63% active; HEK293 NOD2/NF-kB luciferase reporter, luminescence; higher % means a stronger effect; in the data active = inhibition above about 50%; note: many of its hits are not listed in these tables
b-catenin transl: alters nuclear translocation of beta-catenin in HeLa cells | 190,000 tested, 0.3% active | nuclear translocation activity, % at 5 µM | immunofluorescence imaging;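 active = nuclear translocation activity above 50% at 5 µM, with a well cell count of 50 or more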;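 note: per-cell ratio of nuclear to cytoplasmic median beta-catenin stain intensity; plate controls were DMSO negative control for no effect and GSK-3 inhibitor IX positive control for full effect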
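Test system: HeLa cells, endogenous beta-catenin; Compound: single 5 µM dose plus 0.02–20 µM confirmation series; Times: compound exposure 24 h at 37°C; Signal: fluorescence imaging of beta-catenin antibody stain plus DAPI; Read-out: % activation, nuclear-to-cytoplasmic median beta-catenin signal ratio per cell.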
WT yeast gro inh mutant strain: also measured in WT yeast gro inh; calls as there; inhibition, %; mitochondrial fusion phenotypic screen, mutant strain inhibition
Dynein transport cytoplasmic EGFP: also measured in Dynein transport; calls as there; z-score; measured here: cytoplasmic GR-EGFP intensity; hits give high values
Dynein transport nuclear GR-EGFP: recorded beside Dynein transport, whose call it bears; z-score; measured here: nuclear GR-EGFP intensity;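 lower value marks the stronger effect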
Dynein transport cell count: second read-out of Dynein transport, no call of its own (marks repeat the call); z-score; measured here: cell count per field
Ins promoter up cell count: further read-out of Ins promoter up, marked with its call; cell count; measured here: cytotoxicity, nuclei count;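 total cells summed across four imaged fields per well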
Lipid droplet cells 6.5 µM: further read-out of Lipid droplet, marked with its call; cell count; measured here: cell count, cytotoxicity flag;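 cells counted across two imaged fields per well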
b-catenin transl cell count 5 µM: further read-out of b-catenin transl, marked with its call; cell count; measured here: cell count, cytotoxicity flag
MT stabilize HCS Hoechst-high %: further read-out of MT stabilize HCS, marked with its call; % Hoechst-high responders; measured here: nuclear condensation Hoechst responders;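 share of cells brighter than vehicle mean plus two SD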
MT stabilize HCS cytotoxicity %: recorded beside MT stabilize HCS, whose call it bears; toxicity, %; measured here: cytotoxicity by cell density;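 0% = mean cell density of plate MIN control wells and 100% = no cells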
Autophagy mod cell loss 18 h: also measured in Autophagy mod; calls as there; toxicity, %; measured here: cell loss, nuclei count;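 cell loss after 18 h compound exposure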
* = called active by the depositor; i = inactive; x = no result given. These rows are one share of the data (hit frequency here may not be typical).

Every second line gives: Ins promoter up	b-catenin transl	Lipid droplet	Dynein transport nuclear GR-EGFP	Autophagy mod cell loss 18 h	Dynein transport cell count	Ins promoter up cell count	b-catenin transl cell count 5 µM	MT stabilize HCS	WT yeast gro inh mutant strain	MT stabilize HCS Hoechst-high %	Dynein transport	Autophagy mod	HEK293 NOD2/NF-kB	WT yeast gro inh	Yfh1-depleted yeast	Dynein transport cytoplasmic EGFP	Lipid droplet cells 6.5 µM	MT stabilize HCS cytotoxicity %
C=CCN1CC[C@@]2(C)c3cc(O)ccc3CC1[C@@H]2C
  0.47	0.3	-17	0.34	x	0.00066	1069	1247	x	x	x	-0.085	x	-3%	x	i	-0.77	654	x
COc1ccc(NC(=O)CN2C3CCC2CC(O)(c2cccnc2)C3)cc1OC (stereo not given)
  0.48	-0.8	x	0.27	15	0.17	909	1192	2.9	4	1.9	0.23	i	-23%	-4	i	-0.32	x	10
Cc1ccc(C(=O)N/C(=C\Cl)P(=O)(c2ccccc2)c2ccccc2)cc1
  0.22	-0.2	5	-0.075	-6	-1.2	1600	1030	2.7	-9	1.7	-0.2	i	1%	-6	i	-0.092	692	3.0
O=C(Nc1ccc(Cl)cc1)OC1CN2CCC1CC2 (stereo not given)
  -0.33	0.3	3	0.13	x	-0.27	1494	1141	x	x	x	0.36	x	-43%	x	i	-0.21	698	x
CCOc1cc(/C=C2\C(=O)NC(=O)N(CCc3ccc(F)cc3)C2=O)ccc1O
  0.74	-1.5	-15	-0.56	x	-0.4	1017	1304	x	x	x	-0.58	x	10%	x	i	-0.7	706	x
CC(=O)Nc1cc(C(=O)N2CCC3(CC2)OCCO3)ccc1Sc1ccc(F)cc1
  0.29	0.6	14	-0.42	-1	0.67	1333	1114	6.7	13	1.1	-0.25	i	14%	-3	i	-0.29	731	2.4
COc1cc2c(cc1OC)-c1c(OC)c(OC)cc3c1C(C2)N(C)CC3 (stereo not given)
  -1.7	6.6	x	-0.45	-12	1	1101	991	9.1	-4	4.4	-1	i	9%	-2	i	-0.19	x	5.8
Cn1c(O)c(C=NCCOc2ccc(Cl)cc2)c(=O)n(C)c1=O
  -0.24	-4.6	1	-0.2	5	0.28	1312	1203	4.3	-10	3.2	-0.44	i	-12%	3	i	-0.36	744	4.9
Cc1ccc(N(C)C(=O)Oc2cccc3ccc(C)nc23)cc1
  0.03	-1.9	x	-0.13	6	0.13	1576	1444	2.2	16	1.7	-0.74	i	10%	6	i	-0.14	x	6.8
O=C(Cc1ccccc1)OCCN1CCCCC1
  -0.42	-5.8	x	0.12	14	-0.085	1449	971	4.8	19	2.0	-0.15	i	18%	9	i	-0.18	x	4.9

(cont.)
Every second line gives: Ins promoter up	b-catenin transl	Lipid droplet	Dynein transport nuclear GR-EGFP	Autophagy mod cell loss 18 h	Dynein transport cell count	Ins promoter up cell count	b-catenin transl cell count 5 µM	MT stabilize HCS	WT yeast gro inh mutant strain	MT stabilize HCS Hoechst-high %	Dynein transport	Autophagy mod	HEK293 NOD2/NF-kB	WT yeast gro inh	Yfh1-depleted yeast	Dynein transport cytoplasmic EGFP	Lipid droplet cells 6.5 µM	MT stabilize HCS cytotoxicity %
COc1ccc2nc(NC(=O)CCc3nc(C4=CCN(C)CC4)no3)sc2c1
  -1	-2.0	20	-0.2	16	0.41	2025	1097	1.9	0	1.3	-0.77	i	17%	14	i	-0.22	574	1.4
CCC(=O)N1N=C2C3CCN(CC3)C2C1c1ccccc1 (stereo not given)
  -0.28	0.2	x	0.22	10	0.14	1636	1450	1.2	18	1.4	1.1	i	12%	12	i	-0.18	x	4.3
O=C1NC(=S)N(c2ccc(Br)cc2)C(=O)/C1=C/N1CCN(C(=O)c2ccco2)CC1
  0.24	0.2	2	1.1	3	-1.2	1544	1525	2.3	8	1.4	0.68	i	-11%	15	i	-0.084	650	8.8
COc1cccc(-n2nc(C(=O)N3CCC4(CC3)OCCO4)c3ccccc3c2=O)c1
  -0.73	-1.5	-2	0.079	0	0.87	1254	1079	7.2	-1	1.3	-0.24	i	5%	1	i	-0.17	767	1.4
OC(c1ccc(F)cc1)(c1ccc(F)cc1)[C@@H]1CCCN1
  0.43	-4.1	x	0.34	-23	0.78	1483	910	2.3	-3	1.2	0.11	i	-2%	-10	i	-0.21	x	6.3
Cc1ccc(N2C(=O)NC(=O)/C(=C/c3cnn(-c4ccc(C)cc4)c3)C2=O)cc1
  0.09	-1.1	19	0.036	-3	0.6	1271	994	2.3	-9	2.4	-0.24	i	2%	-7	i	-0.19	684	1.2
O=c1[nH]c(O)c(Cc2ccc3c(c2)OCO3)c(=O)[nH]1
  x	-0.5	5	-0.11	x	0.59	x	1258	x	x	x	-0.4	x	3%	x	i	-0.17	784	x
O=c1c(/C=N/N2CCOCC2)c(O)n(-c2ccccc2)c(=S)n1-c1ccccc1
  2.1	-3.1	-1	-0.079	9	0.23	1441	1074	3.0	-9	2.4	-0.78	i	22%	2	i	-0.16	724	8.2
O=C1NC(=O)N(Cc2cccs2)C(=O)/C1=C/c1ccc(N2CCOCC2)cc1
  x	1.2	2	-0.078	34	0.23	x	999	2.5	-6	2.0	-0.32	i	10%	-7	i	-0.23	697	8.2
CCCCN1C(=O)/C(=C\c2ccco2)C(=O)N(CCc2ccccc2)C1=O
  x	x	x	-0.6	-2	-0.011	x	x	2.8	-3	1.2	0.35	i	-4%	-3	i	-0.24	x	3.7

4 compounds from above, arranged by molecular weight, rising:
Every second line gives: Ins promoter up	b-catenin transl	Lipid droplet	Dynein transport nuclear GR-EGFP	Autophagy mod cell loss 18 h	Dynein transport cell count	Ins promoter up cell count	b-catenin transl cell count 5 µM	MT stabilize HCS	WT yeast gro inh mutant strain	MT stabilize HCS Hoechst-high %	Dynein transport	Autophagy mod	HEK293 NOD2/NF-kB	WT yeast gro inh	Yfh1-depleted yeast	Dynein transport cytoplasmic EGFP	Lipid droplet cells 6.5 µM	MT stabilize HCS cytotoxicity %
CCC(=O)N1N=C2C3CCN(CC3)C2C1c1ccccc1 (stereo not given)
  -0.28	0.2	x	0.22	10	0.14	1636	1450	1.2	18	1.4	1.1	i	12%	12	i	-0.18	x	4.3
Cc1ccc(N2C(=O)NC(=O)/C(=C/c3cnn(-c4ccc(C)cc4)c3)C2=O)cc1
  0.09	-1.1	19	0.036	-3	0.6	1271	994	2.3	-9	2.4	-0.24	i	2%	-7	i	-0.19	684	1.2
O=c1c(/C=N/N2CCOCC2)c(O)n(-c2ccccc2)c(=S)n1-c1ccccc1
  2.1	-3.1	-1	-0.079	9	0.23	1441	1074	3.0	-9	2.4	-0.78	i	22%	2	i	-0.16	724	8.2
COc1cccc(-n2nc(C(=O)N3CCC4(CC3)OCCO4)c3ccccc3c2=O)c1
  -0.73	-1.5	-2	0.079	0	0.87	1254	1079	7.2	-1	1.3	-0.24	i	5%	1	i	-0.17	767	1.4

Remaining list, next part.
Every second line gives: Ins promoter up	b-catenin transl	Lipid droplet	Dynein transport nuclear GR-EGFP	Autophagy mod cell loss 18 h	Dynein transport cell count	Ins promoter up cell count	b-catenin transl cell count 5 µM	MT stabilize HCS	WT yeast gro inh mutant strain	MT stabilize HCS Hoechst-high %	Dynein transport	Autophagy mod	HEK293 NOD2/NF-kB	WT yeast gro inh	Yfh1-depleted yeast	Dynein transport cytoplasmic EGFP	Lipid droplet cells 6.5 µM	MT stabilize HCS cytotoxicity %
Cc1ccc2c(c1)CC1(CN2C)C(=O)NC(=O)N(c2cccc(C)c2C)C1=O (stereo not given)
  0.49	-7.2	x	0.17	1	0.08	1323	1017	4.3	15	2.5	-0.021	i	4%	8	i	-0.21	x	6.9
COC(=O)c1ccccc1-n1c(C)nc2ccccc2c1=O
  x	-2.4	-9	-0.16	2	0.47	x	1161	3.3	3	2.8	-0.2	i	5%	14	i	-0.24	681	2.2
C=C[C@@H]1C[C@@]1(C)[C@@H](NP(=O)(c1ccccc1)c1ccccc1)c1ccccc1
  -0.28	-2.2	-13	0.62	24	0.23	1167	546	6.0	-11	4.3	0.64	i	-20%	34	i	-0.14	746	14
CC/C(=N\N1CCCCCC1)c1c(O)n(-c2ccc(C)cc2)c(=O)[nH]c1=O
  1.1	-2.3	-31	0.94	12	-0.58	1505	1073	3.9	5	2.0	2.1	i	14%	14	i	-0.17	452	2.4
COc1ccc(CN2CC3CC(C2)c2cccc(=O)n2C3)cc1OC (stereo not given)
  -0.39	-0.9	x	-0.28	-4	1	1133	951	6.2	-5	2.8	-0.64	i	8%	7	i	-0.12	x	7.2
CSc1ccc(C(=O)C2CCCN(Cc3cc4ccccc4[nH]3)C2)cc1 (stereo not given)
  -0.22	0.1	0	1.2	5	-0.82	1480	995	2.2	64*	2.6	0.79	i	9%	66*	i	-0.27	655	3.5
O[C@H]1[C@H](O)[C@@H](O)CN2CC[C@H](O)[C@H]12
  x	x	10	0.34	8	0.5	x	x	2.8	16	2.4	-0.35	i	6%	-6	i	-0.12	659	7.7
O=C(CCN1CCOCC1)NCC(=O)Nc1ccc(Br)cc1C(=O)c1ccccc1
  x	-4.3	13	-0.16	-5	0.7	x	1032	1.9	-7	1.4	-0.41	i	-5%	-2	i	-0.19	816	2.7
